Bioassay records: PubChem, National Center for Advancing Translational Sciences (NCATS)
Tau ThT inhib = inhibitors of human tau fibril formation, thioflavin T binding; recombinant tau K18 P301L, heparin-induced fibrillization, ThT fluorescence; AID 1460; Potency, µM (titrated, usually from 57.4 µM), inactives show top-dose activity, negative = inhibition, usual class: inhibitors; 270,000 compounds, 2.1% hits; P10636; also: % is scaled to controls: 0 for no effect and ±100 for the full control effect; nearly all actives have a fitted effect of over 55% in size
Target sequence (P10636 561-689 P618L limits assumed): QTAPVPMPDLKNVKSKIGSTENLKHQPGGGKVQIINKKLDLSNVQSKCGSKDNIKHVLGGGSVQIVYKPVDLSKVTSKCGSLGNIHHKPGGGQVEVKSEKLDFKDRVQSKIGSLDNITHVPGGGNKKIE
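Tau K18 P301L fragment (15 uM unlabeled plus 0.24 uM Alexa 594-labeled) in 100 mM sodium acetate pH 7 with compound, fibrillization induced by 20 uM heparin for 6 hr at 37 C. Thioflavin T (30 uM) added, fluorescence read after 1 hr (ex 450, em 510 nm).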
HTT cytoprotect = cytoprotection in Huntington HTT-Q103 PC12 cell model; PC12 HTT-Q103 induced, cytoprotection, ATP luminescence, 40 h; Potency, µM (doses to about 56.4 µM), inactives show cytoprotection (ATP increase), usual class: activators; 230,000 compounds, 0.14% hits; AID 1471;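 also: % of control where 0% means no effect; nearly all actives have a fitted effect of over 45% in size; toxic huntingtin expression switched on by the ecdysone agonist tebufenozide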
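Cells were plated at 1500 per well in phenol red-free DMEM with 5% equine and 5% calf serum. Tebufenozide (100 nM final) and compounds were added, then ATPlite reagent, and luminescence was read.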
GAA inh = inhibitors of human lysosomal alpha-glucosidase; P10253; purified human GAA, 4-MU-alpha-glucoside fluorescence; Potency, µM (series often up to 76.9 µM), for inactives: at the top dose activity change, negative = inhibition, usual class: inhibitors; 200,000 compounds, 0.005% hits; AID 1466;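 also: plate controls were uninhibited enzyme wells for no effect and no-enzyme background for full effect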
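Endpoint fluorogenic read: 20 min room-temperature reaction of 4 nM human alpha-glucosidase with 400 uM 4-methylumbelliferyl-alpha-D-pyranoside, pH 5.0, quenched with 1M NaOH/1M glycine pH 10. AC50 from Hill modeling.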
GAA glycogen mod = GAA glycogen-cleavage inhibition or activation | recombinant GAA, glycogen substrate, Amplex Red glucose oxidase fluorescence | Potency, µM (top dose mostly 76.4 µM), for inactives: top-dose activity change, negative = inhibition, actives largely listed as inhibitors | P10253 | 300,000 compounds, 0.38% hits;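 also: 0% = full enzyme reaction and -100% = no-enzyme basal signal; the screen sought inhibitors and activators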
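Recombinant enzyme (4 nM final) with compounds titrated up to 77 uM and bovine liver glycogen (30 ug) in citrate pH 5.0, 0.01% Tween-20, 37 C 40 min. Released glucose detected by Amplex Red/glucose oxidase (Ex 573/Em 610); AC50 from Hill fits.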
GAA spleen mod = inhibits or activates alpha-glucosidase in human spleen homogenate | AID 2112 | Potency, µM (top dose mostly 79.9 µM), without a hit: at the top dose activity change, negative = inhibition, actives largely listed as inhibitors | 240,000 compounds, 0.006% hits | P10253 | human spleen homogenate, 4-MU-alpha-glucoside fluorescence;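 also: 0% = enzyme with vehicle and -100% = no enzyme basal signal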
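AC50 values come from Hill-equation fits of concentration-response data, normalized to no-enzyme and full-activity controls. Enzyme source: 1 ug human spleen homogenate; 1 mM fluorogenic 4-MU glucoside, pH 5.0 citrate buffer, 37 C, 40 min.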
Tau fibril FP = tau fibrillization inhibition (FP); P10636; K18 P301L tau heparin fibrillization, Alexa594 FP, 6 h; Potency, µM (series often up to 57.7 µM), for the others: at the top dose activity, negative = inhibition, actives largely listed as inhibitors; 280,000 compounds, 0.39% hits; also: % is scaled to controls: 0 for no effect and ±100 for the full control effect; nearly all actives have a fitted effect of over 55% in size
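FP of Alexa 594-tau after heparin (20 uM) induction. Substrate: human K18 P301L, 15 uM unlabeled, 0.24 uM labeled. Buffer 100 mM sodium acetate pH 7. 6 hr, 37 C.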
GLA spleen mod = inhibitors or activators of human alpha-galactosidase in spleen homogenate; human spleen homogenate, 4MU-alpha-Gal fluorescence, 40 min; P06280; Potency, µM (titrated, usually from 80 µM), for the others: top-dose activity change, negative = inhibition, most hits filed as inhibitors; AID 2107; 240,000 compounds, 0.008% hits;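 also: 0% = enzyme with vehicle and -100% = no enzyme basal signal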
Target sequence (P06280 32-429 limits assumed): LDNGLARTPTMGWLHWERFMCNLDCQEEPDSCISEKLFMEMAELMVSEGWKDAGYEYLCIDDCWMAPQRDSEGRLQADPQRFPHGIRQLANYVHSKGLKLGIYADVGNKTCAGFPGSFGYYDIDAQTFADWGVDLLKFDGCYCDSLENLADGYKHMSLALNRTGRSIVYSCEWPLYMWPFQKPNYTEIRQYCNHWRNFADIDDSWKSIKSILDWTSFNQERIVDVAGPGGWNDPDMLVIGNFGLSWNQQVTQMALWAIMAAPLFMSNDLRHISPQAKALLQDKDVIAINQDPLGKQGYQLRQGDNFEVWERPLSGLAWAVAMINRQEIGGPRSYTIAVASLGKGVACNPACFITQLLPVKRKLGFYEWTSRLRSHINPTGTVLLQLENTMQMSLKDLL
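Spleen homogenate 1 ug + cpd (titration) + 4-MU-alpha-D-galactopyranoside 1 mM; 37C 40 min; 50 mM citrate/phosphate pH 5.0, 0.01% Tween-20; stop pH 10; fluorescence 365/440; AC50 via Hill.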
Tau fluor counter = counter-screen for tau fibril formation inhibitors | tau K18 P301L Alexa594 fluorescence, heparin fibrillization | AID 1463 | Potency, µM (top dose mostly 57.7 µM), for the others: at the highest dose activity change, negative = decrease | 280,000 compounds, 0.93% hits; also: % is scaled to controls: 0 for no effect and ±100 for the full control effect; nearly all actives have a fitted effect of over 55% in size
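Human tau K18 P301L (15 uM unlabeled, 0.24 uM Alexa 594-labeled) in 100 mM sodium acetate pH 7 with 20 uM heparin, 6 hr at 37 C. ThT 30 uM added, 1 hr ambient; Alexa 594 FP and total fluorescence read at 555/632 nm.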
An asterisk follows results filed as active; ? = inconclusive; . = not tested or not shown; & = joins results of further samples; [ ] = dose if it differs, or a comment. Calls follow the shape of the dose curve; as a rule, active = well fitted curve in the direction sought with a large enough effect; inconclusive = small, poorly fitted or top-dose-only effect, or another doubt; inactive = no such curve, though single readings can be large; an effect the other way counts as inactive or inconclusive. Potency is read from the fitted curve at half-maximal effect. Hits appear at their usual frequency, and some 3.3% of all compounds hit somewhere here.

SMILES	Tau ThT inhib	HTT cytoprotect	GAA inh	GAA glycogen mod	GAA spleen mod	Tau fibril FP	GLA spleen mod	Tau fluor counter
C=CCOc1c(Br)cc(CNn2nnnc2N)cc1OCC	-15%	-1%[10 µM]	8%	-1%	-6%	5%	-2%	-8%
COc1ccc(OCC(=O)Nc2ccc3nc(C)sc3c2)cc1	?	34%[10 µM]	0%	0%	-13%	1%	3%	4%
COc1ccc(OCc2nc(N)nc(Nc3cccc(C)c3C)n2)cc1	-7%	-10%	-2%[15.4 µM]	9%	1%	-4%	-2%	3%
Cc1ccc(CNC(=O)c2ccc3c(=O)n4c(-c5ccc(C)cc5)csc4nc3c2)cc1	5%	-5%[10 µM]	.	-1%	0%	-8%	4%	6%
COc1ccc(-c2noc(CSCC(=O)Nc3cc(OC)c(OC)c(OC)c3)n2)cc1OC	-6%	.	.	-4%[76.3 µM]	.	0%	.	-8%
O=C(Nc1nnc(-c2ccco2)o1)C1CCCCC1	4%	9%	-2%[15.4 µM]	3%	0%	11%	-3%	8%
COc1ccccc1-c1nnc2sc(C3CCCCC3)nn12	-17%	-5%	-3%	0%	3%	-6%	4%	-6%
CCN(Cc1ccccc1)Cc1c(O)ccc2c(=O)c(-c3ccc(Cl)cc3)c(C(F)(F)F)oc12	-4%	.	.	19%[76.3 µM]	.	1%	.	-3%
O=C(NCc1ccccn1)c1ccco1	-4%	-21%	-14%	5%	-10%	5%	5%	-2%
Cc1cccc(CSc2cn(CC(=O)N3CCCC3)c3ccccc23)c1	?	.	.	4%[76.3 µM]	.	8%	.	-18%
CC(=O)C1=C(C)N(Cc2ccccc2)C(=O)N[C@H]1c1cccc(C(F)(F)F)c1	-9%&-11%	-1%	0%[15.4 µM]	0%	0%&-12%	-12%&9%	2%&-19%	-13%&-19%
CCC(=O)NC(=S)Nc1cccc(Cl)c1N1CCCCC1	7%	12%	-1%	-1%	-13%	-11%	-14%	-18%
COc1ccc(/C=C2\N=C(c3ccccc3Cl)NC2=O)cc1	.	-9%[10 µM]	.	-5%	-3%	-10%	2%	-28%
c1ccc2nc(-c3ccc(N4CCOCC4)cc3)ccc2c1	?	-65%[inhibitor][10 µM]	?	9%	-4%	-1%	9%	-28%
NC(=O)C1CCN(C2OC(=O)c3ccccc32)CC1 (configuration not stated)	1%	14%	0%	-5%	0%	2%	21%	-2%
COC(=O)c1c(C)[nH]c(C(C)=O)c1C	-5%	-9%	1%	8%	3%	7%	3%	4%
COc1ccc(NC(=S)N(CCN2CCOCC2)Cc2cc3cc4c(cc3[nH]c2=O)OCCO4)cc1	-7%	-22%[10 µM]	-9%	-5%	0%	2%	4%	-10%
COc1ccc(C(=O)c2coc3ccc(O)c(CN4CCOCC4)c23)cc1	-3%	30%[10 µM]	-3%	2%	-1%	13%	-2%	-3%
CCOP(=O)(OCC)C(Nc1cccc([N+](=O)[O-])c1)c1ccc(N(C)C)cc1 (configuration not stated)	?	17%[10 µM]	.	?	0%	3%	2%	-23%
O=C(c1ccc2c(c1)OCO2)N1CCc2ccccc2C1	-8%	-117%[inhibitor][0.074 µM]	-10%	3%	2%	-4%	0%	0%

Another view of two compounds above:
Structure | Tau ThT inhib | HTT cytoprotect | GAA inh | GAA glycogen mod | GAA spleen mod | Tau fibril FP | GLA spleen mod | Tau fluor counter
Cc1cccc(CSc2cn(CC(=O)N3CCCC3)c3ccccc23)c1 | ? | . | . | 4%[76.3 µM] | . | 8% | . | -18%
CC(=O)C1=C(C)N(Cc2ccccc2)C(=O)N[C@H]1c1cccc(C(F)(F)F)c1 | -9%&-11% | -1% | 0%[15.4 µM] | 0% | 0%&-12% | -12%&9% | 2%&-19% | -13%&-19%

(more compounds)
SMILES	Tau ThT inhib	HTT cytoprotect	GAA inh	GAA glycogen mod	GAA spleen mod	Tau fibril FP	GLA spleen mod	Tau fluor counter
O=C1c2ccc3c4c(ccc(c24)C(=O)N1CCCCO)C(=O)N(CCCCO)C3=O	-13%	-233%[inhibitor]	-5%	-22%	-3%	-1%	-2%	-19%
CCCCCCOc1ccc(C(=O)NCCCn2ccnc2)cc1	-7%	-81%[inhibitor]	-6%	9%	-2%	10%	-1%	-9%
Cc1ccc(NC(=O)CSc2ncc3ccccn23)cc1	?	-49%[inhibitor]	-11%	7%	0%	-4%	0%	-3%
O=c1oc(-c2ccccc2NS(=O)(=O)c2ccc(Cl)cc2)nc2ccccc12	?	1%[10 µM]	-6%	-4%	-3%	-2%	-16%	-21%
CN(CC(=O)NCCc1ccc(Cl)cc1)S(=O)(=O)c1ccc2c(c1)c(=O)n(C)c(=O)n2C	-18%	-66%[inhibitor]	-4%	-21%	2%	2%	8%	-15%
COc1ccccc1NC(=O)C1CC(=O)OC1c1ccccc1 (configuration not stated)	-5%	-2%[0.074 µM]	4%	24%	-6%	1%	-18%	-3%
CCOC(=O)N1CCC(NC(=O)C2CCN(S(=O)(=O)N3CCC(C)CC3)CC2)CC1	1%	9%	-3%	20%	-1%	-9%	-1%	-1%
CCCCCCOC(=O)Sc1nc2ccccc2o1	?	-13%	3%	0%	-3%	-5%	7%	-14%
CCc1nccn1S(=O)(=O)c1ccc(C)c(C)c1	-2%	-8%[10 µM]	-5%	3%	3%	0%	-6%	7%
Cc1ccc(OCC(=O)NNC(=O)c2cccnc2)cc1C	?	14%[10 µM]	4%	1%	1%	-1%	9%	-11%
CCOc1ccc(Cc2nc(-c3nonc3N)no2)cc1OCC	0%	1%	-1%	-6%	-6%	10%	3%	-5%
CNC(=O)COC(=O)c1nc(-n2nc(C)cc2C)ccc1Cl	0%	-2%	1%	5%	-12%	-2%	-15%	4%
CN(CCC#N)S(=O)(=O)c1ccc2c(c1)c(=O)n(C)c(=O)n2C	9%	-9%[10 µM]	3%	7%	7%	1%	8%	-4%
O=C(CNS(=O)(=O)c1c(Cl)cccc1Cl)OCC(=O)c1ccc[nH]1	?	-5%[10 µM]	-5%	7%	-3%	8%	-13%	-21%
COc1cc([N+](=O)[O-])ccc1NC(=O)CCCOc1ccccc1	?	-21%	-15%	-2%	-1%	-13%	8%	?
COc1cc(/C=C(\C#N)C(=O)NCC2CCCO2)ccc1OC(C)C (configuration not stated)	-6%	13%[10 µM]	4%	-4%	1%	7%	4%	-2%
CC(C)CC1C(C#N)=C(N)SC(N)=C1C#N	-14%	1%[10 µM]	-4%	-13%	2%	-3%	1%	-5%
Cc1cc(C)cc(OCCSc2nc3ccc(NC(=O)c4ccc5c(c4)OCO5)cc3s2)c1	?	.	.	-1%[76.3 µM]	.	?	.	?
CCc1ccc(S(=O)(=O)N(C(=O)Oc2ccccc2)c2ccc3oc(C)c(C(=O)OC)c3c2)cc1	-2%	.	.	2%[76.3 µM]	.	-3%	.	-16%
O=C(CSc1nc2ccccc2o1)NCCOc1ccccc1	-17%	-9%[0.074 µM]	2%	-2%	-9%	3%	3%	-12%
O=C(Cc1ccc(-n2c(=S)[nH]c3ccccc3c2=O)cc1)N1CCC(N2CCCCC2)CC1	-8%	13%	-10%	-2%	-20%	-3%	-21%	-6%
COC(=O)NNC(=O)COc1cc(C)ccc1C	-5%	.	-3%	-4%	0%	4%	3%	1%
COc1ccc(/C=N/N2C(=O)C3C4C=CC(CC4)C3C2=O)c(OC)c1 (configuration not stated)	-9%	-13%	-6%	3%	-3%	-2%	5%	-9%
O=C(Cc1ccccc1)c1c[nH]c(C(=O)NCc2ccncc2)c1	-4%	-10%[10 µM]	3%	-5%	3%	0%	26%	4%
CCOc1ccc(NCCC(=O)c2ccc3c(c2)OCO3)cc1	16µM*	5%	-13%	?	1%	5%	2%	-27%
CCOC(=O)c1ccccc1N1C(=O)C2Sc3[nH]c(=O)sc3C(/C=C/c3ccccc3)C2C1=O (configuration not stated)	?	18%[10 µM]	-29%	-19%	-2%	?	4%	-24%
COc1ccc(CCNC(=O)CCCCCN2C(=O)c3ccccc3C2=O)cc1OC	0%	-2%[10 µM]	-17%	5%	5%	-4%	4%	4%
Cc1ccc(N=c2sc(C)c(C)n2C)cc1	-4%	.	-6%	-4%	4%	?	6%	4%
O=C(NCCCN1CCOCC1)NC12CC3CC(CC(C3)C1)C2	-3%	-23%	7%	4%	10%	-9%	10%	-5%
COC(=O)c1c(NC(=O)COC(=O)c2ccc(O)cc2)sc2c1CCCCC2	1%	-5%[10 µM]	-4%	-5%	-4%	?	5%	?
O=c1[nH]c2ccccc2cc1CN(c1ccccc1)S(=O)(=O)c1ccccc1	-6%	9%[10 µM]	-8%	-1%	10%	-14%	3%	-20%
CC(C)N(Cc1ccccc1)C(=O)CCc1ccccc1	-7%	.	1%	8%	-3%	-1%	-2%	-12%
O=C(N/N=C/c1cc([N+](=O)[O-])cc([N+](=O)[O-])c1O)/C(=C\c1cccs1)NC(=O)c1ccccc1	13µM*	17%[10 µM]	-5%	4%	-8%	13%	-4%	-9%
O=C(c1ccc(NC(=S)NCc2ccco2)cc1)N1CCOCC1	-8%	4%[10 µM]	.	-11%	-12%	3%	2%	-2%
O=C(OCc1nnc(-c2ccccc2)o1)c1cc([N+](=O)[O-])ccc1Cl	0%	-43%[inhibitor]	1%	-8%	3%	-4%	-1%	-14%
NC(=O)COC(=O)/C=C/c1cccc(Br)c1	-1%	-12%	4%	9%	1%	8%	2%	1%
CN(C)/C=N/NC(=O)c1ccccc1Cl	-5%	-5%[10 µM]	.	4%	-2%	-15%	0%	-11%

Limited to Tau ThT inhib and GAA glycogen mod (two entries from above):
SMILES	Tau ThT inhib	GAA glycogen mod
COc1ccc(C(=O)c2coc3ccc(O)c(CN4CCOCC4)c23)cc1	-3%	2%
CCOP(=O)(OCC)C(Nc1cccc([N+](=O)[O-])c1)c1ccc(N(C)C)cc1 (configuration not stated)	?	?
